Screening results deposited in PubChem by The Scripps Research Institute Molecular Screening Center.
LEDGF integ inh: blocks HIV-1 LEDGF/p75-dependent DNA integration | 370,000 compounds, 0.64% hits | TR-FRET IN-LEDGF/p75 DNA integration, Eu/Cy5 | inhibition, % at 3.7 µM;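 active means inhibition above the screen-wide mean plus 3 SD, cut at about 13% in these data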;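 further: signal is the Cy5 over europium emission ratio at 671 and 618 nm; 0% = plate median of compound wells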
Tn7 DDE FP: inhibitors of Tn7 peptide binding to human fibrin DD(E). 370,000 compounds, 0.13% hits. FP displacement of FITC-Tn7 peptide from fibrin DD(E); 0% = median of compound wells per plate. P02675. inhibition, % at 8.3 µM;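 active means inhibition above the mean of compounds falling within the control limits plus 3 SD of them, cut at about 14% in these data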;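 further: 0% = plate median of compound wells and 100% = 10 µM Aha-Tn7 peptide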
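Test system – human fibrin DD(E) · Times – 10 min preincubation, 3 h with tracer, room temperature · Detection – fluorescence polarization of the labelled Tn7 tracer · Measure – percent inhibition normalized to high-control wells · Benchmarks – high control wells with 10 µM unlabelled Aha-Tn7 peptide (full inhibition) · Repeats – singlicate testing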
ADAM10 inh: inhibits human ADAM10; O14672; recombinant ADAM10, EDANS/DABCYL FRET peptide cleavage, 3 h; inhibition, % at 7 µM; 370,000 compounds, 0.62% hits; AID 720582;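 active means inhibition above a per-campaign cutoff equal to the mean of compounds falling between control-based bounds plus 3 SD, cut at about 20% in these data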;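 further: 0% = DMSO wells while the 100% control is not disclosed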
Target sequence (O14672 214-748 limits assumed): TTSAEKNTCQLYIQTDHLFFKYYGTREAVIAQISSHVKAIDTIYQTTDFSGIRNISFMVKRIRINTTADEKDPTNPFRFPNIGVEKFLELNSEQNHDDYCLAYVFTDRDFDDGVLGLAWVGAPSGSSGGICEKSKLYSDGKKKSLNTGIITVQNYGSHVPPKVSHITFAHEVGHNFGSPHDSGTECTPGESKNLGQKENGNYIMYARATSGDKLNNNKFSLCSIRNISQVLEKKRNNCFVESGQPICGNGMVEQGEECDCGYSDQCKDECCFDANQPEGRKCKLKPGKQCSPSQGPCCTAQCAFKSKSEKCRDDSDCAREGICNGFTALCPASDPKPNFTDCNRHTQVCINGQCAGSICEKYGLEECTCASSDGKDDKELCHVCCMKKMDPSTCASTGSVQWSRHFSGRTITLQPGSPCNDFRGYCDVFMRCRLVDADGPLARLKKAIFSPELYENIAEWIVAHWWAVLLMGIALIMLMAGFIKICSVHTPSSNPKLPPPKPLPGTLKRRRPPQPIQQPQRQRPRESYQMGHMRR
TDP2 absorb: TDP2 (human) inhibition, absorbance primary screen | O95551 | recombinant TDP2, T5PNP hydrolysis, p-nitrophenol absorbance 415 nm | inhibition, % at 12.8 µM | 370,000 compounds, 0.34% hits;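 active means inhibition above the mean of all tested compounds plus 3 SD, set per campaign, cut at about 25% in these data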;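 further: 0% = DMSO with enzyme and 100% = buffer with substrate but no TDP2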
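Material: recombinant human TDP2; quantity: TDP2 enzyme at 120 nM final; medium: Tris-HCl pH 7.5 with MgCl2; compound: single concentration, 12.8 µM nominal, with 1% DMSO; incubation: 2 h enzyme incubation at 37 °C; signal: epi absorbance; measure: percent inhibition; benchmarks: high control without enzyme, low control DMSO plus TDP2; repeats: singlicate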
proKLK7 act: proKLK7 (human) activation, primary screen | 370,000 compounds, 0.9% hits | activation, % at 7 µM | purified proKLK7, EDANS-DABCYL substrate fluorescence; 100% is mature enzyme control, 0% vehicle | P49862 | AID 652039;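 active means activation above the mean of all tested compounds plus 3 SD, computed per campaign excluding outliers beyond control limits, cut at about 13% in these data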
Target sequence (P49862 whole entry, looked up): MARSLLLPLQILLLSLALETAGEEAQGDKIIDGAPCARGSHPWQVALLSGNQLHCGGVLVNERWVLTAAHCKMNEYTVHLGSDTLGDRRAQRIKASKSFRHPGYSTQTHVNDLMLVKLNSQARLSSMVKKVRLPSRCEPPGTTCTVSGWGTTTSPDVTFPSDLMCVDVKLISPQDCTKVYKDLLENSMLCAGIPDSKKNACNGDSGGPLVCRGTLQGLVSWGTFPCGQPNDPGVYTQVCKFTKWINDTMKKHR
ARFGAP1 inhibitor: inhibitors of rat ARFGAP1. Q62848. Arfgap1-stimulated ARF1 GTP hydrolysis, GDP FP detection. inhibition, % at 16.5 µM. 360,000 compounds, 0.26% hits. AID 651572;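 active means inhibition above a per-plate limit, mean inhibition of low control wells plus 3 SD, cut at about 25% in these data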;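 further: 0% = DMSO wells with enzyme and 100% = wells lacking Arfgap1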
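Replicates: Single well per compound | Assay system: Truncated rat Arfgap1 GAP domain | Control set: No-Arfgap1 wells (100%) versus DMSO full-reaction wells (0%) | Times: Enzyme reaction 120 min at 25 °C after 20 min preincubation | Reagent: Human ARF1(Δ1-17)-GTP substrate | Measured by: Tracer-displacement fluorescence polarization with EDTA stop, 620/688 nm | Measure: Percent inhibition of Arfgap1-stimulated GTP hydrolysis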
ASAP1 GAP inh: inhibitors of human ASAP1 ArfGAP activity; Q9ULH1; ASAP1-stimulated ARF1 GTP hydrolysis, GDP FP detection; inhibition, % at 16.5 µM; 360,000 compounds, 0.19% hits; in the data active means inhibition above about 25%;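 further: 0% = vehicle with enzyme and substrate and 100% = no enzyme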
DDE Tn6 FP inh: DD(E)-Tn6 binding inhibition, primary FP screen; AID 720509; 370,000 compounds, 0.21% hits; Fibrin DD(E) TRITC-Tn6 fluorescence polarization displacement; P02675; inhibition, % at 8.3 µM;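 active means inhibition above a per-campaign cutoff: mean of compounds within control limits plus 3 SD, cut at about 15% in these data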;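 further: 0% = median of all compound wells on the plate and 100% = blocking peptide control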
PLCg1 inh: blocks human PLC-gamma1 enzyme activity; P19174; purified PLC-gamma1, fluorogenic substrate, fluorescence; inhibition, % at 12.2 µM; 370,000 compounds, 0.84% hits; AID 720700; in the data active means inhibition above about 9.5%
ADAM17 inh: ADAM17 inhibition, QFRET primary screen. P78536. recombinant ADAM17, EDANS/DABCYL FRET peptide cleavage. inhibition, % at 6.95 µM. 370,000 compounds, 0.83% hits. AID 720648;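 active means inhibition above the mean of compounds lying between control limits plus 3 SD, set per campaign, cut at about 8.5% in these data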;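 further: 0% = DMSO-only wells as the low control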
Starred values were filed as active, the others as inactive; x = not tested or not shown.

SMILES | LEDGF integ inh | Tn7 DDE FP | ADAM10 inh | TDP2 absorb | proKLK7 act | ARFGAP1 inhibitor | ASAP1 GAP inh | DDE Tn6 FP inh | PLCg1 inh | ADAM17 inh
CN(Cc1cn(Cc2ccccc2)nn1)S(=O)(=O)c1ccccc1Br | 2 | 5 | -1 | 15 | 0.4 | x | x | -11 | 2 | -4
COc1ccc(CCNC(=O)C2CCN(C(=O)c3ccc(Br)cc3)CC2)cc1 | -3 | -4 | -2 | -5 | -0.6 | 18 | -11 | -6 | 2 | -3
CC(=O)Oc1ccc(-c2ccc(C(=O)O)cc2)cc1 | 3 | 1 | 0 | 8 | 0.8 | 4 | -6 | 4 | -3 | -4
COc1cc(C(=O)Nc2ccc(S(=O)(=O)N3CCCCC3)cc2)ccc1OCC(=O)N1CCOCC1 | -3 | 0 | -4 | -14 | -0.4 | -17 | 3 | -8 | 5 | -6
O=C(N/N=C/c1ccco1)c1cccc(NC(=O)c2cccc(Cl)c2)c1 | 5 | 1 | 10 | -4 | 0.0 | 3 | -4 | -13 | 3 | 5
COc1cc2c(cc1OC)C1(NCC2)C(=O)Nc2ccccc21 (configuration not stated) | 1 | 2 | -2 | 7 | 0.4 | 3 | -2 | 0 | -14 | -5
COC(=O)[C@]12C[C@H](CC(=O)NCC34CC5CC(CC(C5)C3)C4)C(=O)N(Cc3cccc4ccccc34)C1=C[C@H](C(C)(C)C)O[C@@H]2C | -3 | 8 | 2 | -3 | 0.6 | x | x | 7 | -2 | -2
O=C(NCC1CCCN1S(=O)(=O)c1cccs1)c1ccc(F)cc1 (configuration not stated) | -8 | 0 | -11 | 1 | 0.0 | 3 | -2 | 9 | 1 | -1
S=c1nc(-c2ccccc2)n(CCN2CCOCC2)c2c1CCCC2 | 2 | 5 | -3 | 3 | -0.1 | 5 | 7 | -7 | -1 | 1
CCc1nc(Nc2cc(OC)ccc2OC)c2oc3ccccc3c2n1 | 11 | -1 | -20 | -9 | -2.5 | -18 | -10 | -6 | -23 | -1
COc1ccc(OC)c(NC(=O)CSc2n[nH]c(-c3cccnc3)n2)c1 | 2 | 2 | 5 | 3 | 0.0 | 7 | 3 | 5 | 0 | 0
COc1ccc(C(=O)NCc2cn3ccsc3n2)cc1OC | -1 | 1 | -5 | 5 | 0.4 | 8 | 12 | 4 | 0 | -2
CCOc1ccc(CNS(=O)(=O)c2ccc(-c3ccc(=O)[nH]n3)o2)cc1OC | 2 | 0 | -1 | 6 | -0.1 | -10 | -12 | -1 | 0 | -2
CC(OC(=O)c1cccc(S(=O)(=O)N(C)C)c1)C(=O)NCc1ccc2c(c1)OCO2 (configuration not stated) | -2 | -1 | 2 | 9 | -0.1 | 2 | -7 | 7 | 3 | -4
Cn1c(/C(C#N)=C(\O)c2ccc(Cl)s2)nc2ccccc21 | 1 | 1 | 3 | 4 | -0.2 | -4 | -3 | 7 | 3 | 3
Cc1cc(=O)n2nc(N3CCC(C(=O)NCc4cccc(Cl)c4)CC3)sc2n1 | -2 | 4 | 1 | 2 | -0.5 | 12 | 5 | 1 | 1 | -6
C#CCNC(=O)C[C@@H]1C[C@@]2(C(=O)OCC)CCC=C2N(Cc2cccc3ccccc23)C1=O | 2 | -1 | -9 | 0 | 0.4 | 4 | 1 | -1 | -2 | -4
C=CCc1ccc(OCCOc2ccc(/C=N/n3cnnc3)cc2OCC)c(OC)c1 | -1 | -1 | 4 | 0 | -0.1 | 3 | 14 | -3 | -1 | 1
CCOC(=O)C1CCN(C(=O)Cc2ccc(-c3ccccc3)cc2)CC1 | 10 | 1 | 9 | -8 | 0.9 | -10 | 5 | -1 | 2 | 4
Cc1cc(C)c(C2=Nn3c(C)nnc3SC2C)cc1C (configuration not stated) | 2 | -3 | 8 | -14 | 0.1 | -4 | 5 | 0 | 0 | 1
CCCc1cc(NCc2ccccn2)n2c(nc3ccccc32)c1C#N | -7 | 0 | -267 | -1 | -6.5 | 10 | -8 | 3 | -155 | -78

Part of the list above, in CSV form.
compound,LEDGF integ inh,Tn7 DDE FP,ADAM10 inh,TDP2 absorb,proKLK7 act,ARFGAP1 inhibitor,ASAP1 GAP inh,DDE Tn6 FP inh,PLCg1 inh,ADAM17 inh
CCc1nc(Nc2cc(OC)ccc2OC)c2oc3ccccc3c2n1,11,-1,-20,-9,-2.5,-18,-10,-6,-23,-1
COc1ccc(OC)c(NC(=O)CSc2n[nH]c(-c3cccnc3)n2)c1,2,2,5,3,0.0,7,3,5,0,0
COc1ccc(C(=O)NCc2cn3ccsc3n2)cc1OC,-1,1,-5,5,0.4,8,12,4,0,-2
CCOc1ccc(CNS(=O)(=O)c2ccc(-c3ccc(=O)[nH]n3)o2)cc1OC,2,0,-1,6,-0.1,-10,-12,-1,0,-2
CC(OC(=O)c1cccc(S(=O)(=O)N(C)C)c1)C(=O)NCc1ccc2c(c1)OCO2 (configuration not stated),-2,-1,2,9,-0.1,2,-7,7,3,-4
Cn1c(/C(C#N)=C(\O)c2ccc(Cl)s2)nc2ccccc21,1,1,3,4,-0.2,-4,-3,7,3,3
Cc1cc(=O)n2nc(N3CCC(C(=O)NCc4cccc(Cl)c4)CC3)sc2n1,-2,4,1,2,-0.5,12,5,1,1,-6
C#CCNC(=O)C[C@@H]1C[C@@]2(C(=O)OCC)CCC=C2N(Cc2cccc3ccccc23)C1=O,2,-1,-9,0,0.4,4,1,-1,-2,-4
C=CCc1ccc(OCCOc2ccc(/C=N/n3cnnc3)cc2OCC)c(OC)c1,-1,-1,4,0,-0.1,3,14,-3,-1,1
CCOC(=O)C1CCN(C(=O)Cc2ccc(-c3ccccc3)cc2)CC1,10,1,9,-8,0.9,-10,5,-1,2,4

Nothing new here: entries from further up.
SMILES | LEDGF integ inh | Tn7 DDE FP | ADAM10 inh | TDP2 absorb | proKLK7 act | ARFGAP1 inhibitor | ASAP1 GAP inh | DDE Tn6 FP inh | PLCg1 inh | ADAM17 inh
Cc1cc(C)c(C2=Nn3c(C)nnc3SC2C)cc1C (configuration not stated) | 2 | -3 | 8 | -14 | 0.1 | -4 | 5 | 0 | 0 | 1
CCCc1cc(NCc2ccccn2)n2c(nc3ccccc32)c1C#N | -7 | 0 | -267 | -1 | -6.5 | 10 | -8 | 3 | -155 | -78
